Source: PubChem BioAssay
Platelet DG rel: inhibitors of platelet dense granule secretion, primary screen, cell-based, MLPCN, human platelets; human platelet-rich plasma, SFLLRN dense granule ATP release, luminescence; inhibition, %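 (compounds screened at 7.5 µM in platelet-rich plasma)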; hit rate 0.22% among 300,000;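 active means mean replicate score, as percent of positive control, at or above 50; inconclusive means mean below 50 but at least one replicate at or above 50; inactive means mean and every replicate below 50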
IEC-6 tox: cytotoxicity in IEC-6 intestinal epithelial cells, primary screen, cytotoxicity control for KLF5 inhibitor project, cell-based, luminescence | inhibition, % at 5 µM | AID 1825, 2009 | hit rate 0.78% among 290,000 | IEC-6 cytotoxicity, luminescence viability; in the data active means inhibition above about 22%;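 further: 0% = plate median of test compound wells and 100% = cytotoxic reference compound wells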
AI-2 QS modul: Vibrio harveyi AI-2 quorum sensing modulators, primary screen, JMH597 strain, luminescence/OD600 ratio | activity change, % at 7.5 µM | Vibrio harveyi JMH597 AI-2 luminescence/OD600 ratio, 9 h; hits give low values; strain lacks LuxN and CqsS sensors; 0 = neutral-control median | AID 2094, 2009 | hit rate 0.4% among 300,000; in the data active means activity change below about -75%, passing the limit was not always enough; inconclusive means no clear call, values can overlap the other calls;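 further: luminescence divided by OD600 gain over 9 h not by final OD600 alone; inactives centre near 13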
aSyn 5UTR inh: MLPCN primary screen, SNCA 5' untranslated region; alpha-synuclein 5'UTR reporter, inhibitor activity; inhibition, % (tested at 7.5 µM); hit rate 0.82% among 300,000; in the data active means inhibition above about 60%; inconclusive means no clear call, values can overlap the other calls;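 further: H4 neuroglioblastoma cells stably carrying SNCA 5'UTR luciferase fusion; 0% = DMSO wells and 100% = positive control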
HIF activator: HIF pathway transcriptional activators, primary screen, cell-based, U2OS HRE-luciferase, luminescence; U2OS HRE-luciferase reporter; normalized: DMSO 0%, desferrioxamine 100%; activation, % at 7.5 µM (by protocol); hit rate 0.32% among 300,000;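 active means mean activation of at least 10% of the iron chelator positive control signal, with at least half of replicates also reaching 10%; inconclusive means mean and replicate majority disagree about reaching 10%; inactive means mean and most replicates under 10%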
HSP90 inh: HSP90 inhibitors, primary screen, cell lysate, luminescence. hit rate 0.91% among 290,000. inhibition, % at 5.6 µM. Heat shock protein HSP 90 (rabbit reticulocyte lysate; luciferase refolding). Rabbit reticulocyte lysate, luciferase refolding luminescence, 3 h. AID 1789, 2009;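 active means inhibition above the screen-wide mean plus 3 SD, computed separately per campaign, cut at about 16% in these data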;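 further: 0% = DMSO wells and 100% = 60 µM geldanamycin wells; inhibitors lower the luminescence because luciferase stays unfolded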
HSF-1 act: HSF-1 activators, primary screen, NIH3T3-HGL cells, MG132 stress, luminescence, single point; activation, % at 9 µM; NIH3T3-HGL HSF-1 luciferase reporter, 8 h; 100% = twice DMSO control signal; AID 504408, 2011; hit rate 1.7% among 300,000;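 active means mean replicate activation of at least 50% with a set share of replicates each reaching 50%; inconclusive means only one of those two conditions met; inactive means mean below 50% and too few replicates reaching it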;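 further: 0% = median of the neutral control wells and 100% = twice that signal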
KLF5 inh: KLF5 expression inhibitors, primary screen, DLD-1 cells, luminescence; DLD-1 KLF5 promoter-luciferase reporter; AID 1700, 2009; inhibition, % at 5 µM; hit rate 0.23% among 290,000;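 active means inhibition above a per-plate limit of that plate's mean compound inhibition plus 3 SD, cut at about 60% in these data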;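 further: 0% = DMSO wells and 100% = LY294002 at 200 µM; higher means less KLF5 promoter-driven luciferase light; inactives centre near -14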
SKKanGAS inh: S. pyogenes SKKanGAS growth inhibitors in kanamycin, primary screen, streptokinase expression inhibitor project, SKKanGAS strain, BacTiter-Glo luminescence; 6 h; inhibition, % at 7.5 µM; hit rate 1.3% among 300,000; AID 1662, 2009;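 active means mean replicate score, as percent of positive control median, at least 50; inconclusive means mean below 50 but one replicate at or above 50; inactive means mean and every replicate below 50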;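 further: strain carries kanamycin resistance gene driven by streptokinase promoter and grows in 40 µg/ml kanamycin; loss of luminescence reflects streptokinase promoter inhibition or plain growth inhibition; 0% = median of DMSO wells and 100% = positive control at its reference dose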
HSF1 inh: HSF1 inhibitors in luciferase reporter cells, primary screen, cell-based, NIH3T3, luminescence; activity change, negative = inhibition, % at 7.5 µM (by protocol); NIH3T3-HGL HSE-luciferase, MG132-induced, luminescence 8 h; hits give low values; hit rate 0.77% among 300,000;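 active means more than half of replicate wells show activity change below -50%, luminescence cut by over half; inconclusive means some wells, but at most half, below -50%; inactive means no replicate well below -50%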;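 further: luciferase reports HSF-1 transcriptional activity via heat shock element; 0% = median of DMSO wells and -100% = zero luminescence signal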
* = called active by the depositor; ? = inconclusive; / = no result given.

SMILES	Platelet DG rel	IEC-6 tox	AI-2 QS modul	aSyn 5UTR inh	HIF activator	HSP90 inh	HSF-1 act	KLF5 inh	SKKanGAS inh	HSF1 inh
Cc1ccc(NC(=O)N2CCCCCC2)cc1	3	2	22	-74	2.2	0	20	-100	1	10
CCc1ccccc1-n1cnc2cc(C(=O)O)ccc21	2	-1	42	-18	-0.2	1	1	-14	-4	3
CC(=O)Nc1ccc(S(=O)(=O)N2CCN(S(=O)(=O)N3CCCCCC3)CC2)cc1	5	0	31	9	-0.6	0	27	-12	-12	-5
CN(c1ccccc1)S(=O)(=O)c1cccc(NC(=O)CSc2nncs2)c1	-12	10	-7	-17	-48	0	2	-6	-4	-14
CN1CCN(c2nc(-c3ccc(Cl)s3)cs2)CC1	3	6	18	-84	1.0	5	8	-20	2	3
CC(=O)Nc1ccc(S(=O)(=O)Nc2nc3ccccc3nc2Nc2ccc(O)cc2)cc1	-1	-3	3	12	-0.1	0	-1	-4	13	-1
Cc1ccc(S(=O)(=O)N2c3ccccc3OCC2c2ccccc2)cc1 (configuration not stated)	3	2	36	-2	0.5	3	56*	-18	30	5
Cc1nnc2ccc(-c3ccc(NC(=O)c4ccco4)cc3)nn12	3	-7	-1	-254	1.3	-7	14	-28	3	-1
CS(=O)(=O)c1ccc(C(=O)OCc2nnc(-c3ccccc3)o2)cc1[N+](=O)[O-]	-3	5	39	45	4.3	3	225*	-32	9	178
CCC(C)(NC(=O)c1ccc(=O)[nH]c1)C(=O)NC1CCCC1 (configuration not stated)	12	4	41	-18	0.3	4	23	-3	2	-3
C/C(=N\NS(=O)(=O)c1ccc(C)cc1)c1ccc(C)s1	9	0	18	5	0.2	-3	-18	-12	0	-6
COc1cc(C=O)ccc1OS(=O)(=O)c1ccccc1[N+](=O)[O-]	-3	5	4	-119	0.1	-1	16	-23	-21	8
CCC(C)NC(=O)C1c2ccccc2C(=O)N(c2ccc(OC)cc2)C1c1ccc(OC)cc1 (configuration not stated)	-2	-2	0	-24	-0.7	4	6	-24	-2	1
CCCCn1c(=O)c(CCC(=O)OCC(=O)Nc2ccc(C)c(Cl)c2)nc2ccccc21	6	-4	-3	12	-0.6	1	-20	-7	-2	1
COc1ccccc1N1C(N)=NC(N)=NC12CCCCC2	2	0	10	18	-2.1	-2	6	-7	-2	5
COc1ccc(OC)c(/C=N\Nc2nccs2)c1	10	/	14	-65	0.8	/	6	/	-1	-5
Cc1ccc(NC2CCCN(C(=O)CSc3ccccn3)C2)cc1C (configuration not stated)	-1	-5	18	17	0.5	-3	3	-21	-5	5
Cc1ccc(OCCCCn2cnc3ccccc32)c(C)c1	-2	5	15	-88	1.4	10	/	-20	/	/
COc1ccccc1-c1nnc(-c2ccc(C)cc2)o1	8	/	12	-40	3.1	/	?	/	-10	53
COc1ccc(S(=O)(=O)N2CCc3ccccc32)cc1C(=O)OCC(=O)c1c(N)n(C)c(=O)n(C)c1=O	4	6	11	41	-1.1	-5	9	-8	12	1
CC1CCN(C(=O)c2ccc3c(c2)NC(=O)CN3)CC1	5	-2	24	4	-0.3	-6	4	-20	-9	-6
Cc1ccccc1-c1cc2c(nn1)-c1ccccc1C2=O	5	102*	20	-13	-5.9	74*	27	102*	27	26
Nc1c(-c2ccccc2Cl)cnn1-c1cccc([N+](=O)[O-])c1	5	2	25	-20	2.5	0	6	-16	8	4
COc1cc(C(=O)O[C@H]2C/C(C)=C/CC[C@@]3(C)O[C@@H]3[C@H](O)[C@@H]2C(C)C)cc(OC)c1OC	-5	-12	12	-5	-14	-4	14	-24	10	2
Cc1ccc(NC(=O)CCn2cnc3cc(C)c(C)cc32)cc1	-4	1	21	1	-0.4	0	2	-20	-12	6
COc1ccccc1CNS(=O)(=O)c1ccc(C)cc1	-1	-8	31	20	-0.6	-1	-7	-23	-4	2
CCOc1ccc(C2NC(=O)NC(c3ccccc3)=C2C(C)=O)cc1OC (configuration not stated)	2	14	34	7	-1.6	1	23	-5	-15	17
COc1ccc(OC)c(S(=O)(=O)N2CCCC2C(=O)N2CCc3ccccc3C2)c1 (configuration not stated)	2	1	8	1	0.0	0	-14	-11	-7	-8
COc1nc(Cl)cn(-c2ccc(Cl)cc2)c1=O	8	2	24	-12	-0.8	0	3	-27	0	2
NC(=O)/C(=C/c1cccnc1)NC(=O)c1ccccc1	19	3	21	14	2.1	0	-9	-3	17	-2
O=C(NCc1cccc(Cl)c1)c1ccc2c(c1)SC1=NS(=O)(=O)CCN12	11	0	50	15	-0.2	2	9	8	-9	-10
COc1cc(C2C3C(=O)N(Cc4ccccc4)C(=O)C3ON2c2ccccc2)cc(OC)c1O (configuration not stated)	3	-6	4	18	-0.2	-4	-3	-32	1	4
CNC(=O)NC(=O)COc1c(F)c(F)cc(F)c1F	2	-5	8	0	0.4	4	5	-14	-6	1
CC(C)NC(=S)NNc1ncnc2sc3c(c12)CC(C)(C)OC3	2	/	2	31	0.2	/	6	/	1	4
COCCc1ncc(CN2CCCC(C(=O)Nc3cccc(-c4cccc(C)c4)c3)C2)cn1 (configuration not stated)	-2	6	17	36	0.2	-3	50	-10	3	10
Cc1ccc(O)c(/C=N/NC(=O)c2[nH]ncc2Br)c1	27	4	14	-113	6.9	-2	43	-52	3	20
CCCCSc1nc(CCC)cc(=O)[nH]1	-10	8	17	8	0.0	7	21	0	-9	-5
CC(=O)c1ccc(N2CCN(c3ccc(C(N)=O)cc3[N+](=O)[O-])CC2)cc1	0	3	8	-26	0.1	-2	-19	-14	14	5
COC(=O)CN1C(=O)C(O)(CC(=O)c2ccc(C)cc2)c2ccccc21 (configuration not stated)	9	-6	18	7	-0.5	1	1	-45	-4	-1
C/C(=N/NC(=O)CNC(=O)c1cccnc1)c1ccc(Cl)c(Cl)c1	-2	-1	0	4	-0.1	-4	-6	-23	-4	-3
Cc1cccn2cc(CSc3nnc(Nc4ccc(C(C)C)cc4)s3)nc12	7	-6	20	-17	0.3	3	/	-44	-9	/
Cc1cc(NNC(=O)c2ccccc2)nc(NNC(=O)c2ccccc2)n1	-1	-2	30	4	-0.2	1	0	-11	3	-2
CN(C)CCCN(C(=O)c1ccco1)c1nc2ccc(Cl)cc2s1	9	6	7	-6	0.4	0	18	-30	1	9
C=CCC1(Cl)C(=O)C(Cl)=C(N2CCN(C)CC2)C1(OC)OC (configuration not stated)	-4	-4	/	-30	0.3	-1	2	-30	4	2
CCC(C)(C)NC(=O)C(c1cccn1C)N(C(=O)Cn1nnc2ccccc21)c1ccc(OC)cc1 (configuration not stated)	0	6	9	-14	-0.3	-1	-3	-4	-8	1
CCOc1ccc(/C=N/NC(=O)c2ccoc2C)cc1OC	50*	6	16	-110	3.2	14	13	-71	0	20
COc1cc(OC)c(S(=O)(=O)Nc2ccccc2C(=O)O)cc1S(=O)(=O)Nc1ccccc1C(=O)O	0	-7	26	2	-0.5	-7	-5	-7	4	-1
COC(=O)c1ccc(CN2CCN(C(C)C)C(CCO)C2)cc1 (configuration not stated)	-3	8	8	-27	0.2	-1	6	-8	-8	-4
CCN1CCCC1CNC(=O)c1cn(CC)c2ccc(S(=O)(=O)N3CCCCCC3)cc2c1=O (configuration not stated)	3	0	10	0	-0.1	-7	-16	-16	1	-3
CC(C)OC(=O)CSc1nc(N)c(C#N)cc1C#N	2	1	13	-118	3.3	0	6	-11	-2	4
O=C(COc1ccc(Cl)cc1)Nc1cccc(-c2ccc3nncn3n2)c1	-5	0	2	9	0.1	3	27	-23	-1	5
COC(=O)Nc1sc(C(=O)N(C)C)c(C)c1C(=O)OC	12	0	4	-2	-0.1	-2	10	-1	-10	-11
Cc1ccccc1NC(=O)N1C2CCC1CC(O)(c1cccnc1)C2 (configuration not stated)	-12	5	16	-5	-0.1	2	8	-17	-2	-6
Cc1cccc(N2CCN(C(=O)c3ccc(-n4cncn4)c([N+](=O)[O-])c3)CC2)c1C	-7	14	30	20	0.6	-3	9	-17	3	7
CN(C)C(=O)Nc1ccccc1	6	-3	-2	17	-0.5	-2	16	-29	-15	-3
COC(=O)c1cc(NS(=O)(=O)c2ccc(OC)c(OC)c2)ccc1Cl	0	0	7	9	-0.3	-1	3	-8	1	7
O=C(O)CN1C(=O)CNC1=O	-5	-4	-4	-17	-28	-2	2	-14	-2	-8
Cc1ccccc1NC(=O)C(C)OC(=O)c1ccccc1C(=O)N(C)c1ccccc1 (configuration not stated)	26	/	3	-3	-0.5	/	-6	/	5	9
COc1ccc(Oc2cc(C)c3cccc(C)c3n2)cc1	-4	5	36	8	-0.5	3	6	6	-5	8
Cc1ccc(-c2nc(NC(=O)CSc3nnc(C)s3)ns2)cc1	6	-2	18	-12	1.7	-1	4	-28	0	-2

For reference, two of the compounds above:
SMILES	Platelet DG rel	IEC-6 tox	AI-2 QS modul	aSyn 5UTR inh	HIF activator	HSP90 inh	HSF-1 act	KLF5 inh	SKKanGAS inh	HSF1 inh
Cc1cccn2cc(CSc3nnc(Nc4ccc(C(C)C)cc4)s3)nc12	7	-6	20	-17	0.3	3	/	-44	-9	/
Cc1cc(NNC(=O)c2ccccc2)nc(NNC(=O)c2ccccc2)n1	-1	-2	30	4	-0.2	1	0	-11	3	-2

Carrying on:
SMILES	Platelet DG rel	IEC-6 tox	AI-2 QS modul	aSyn 5UTR inh	HIF activator	HSP90 inh	HSF-1 act	KLF5 inh	SKKanGAS inh	HSF1 inh
O=[N+]([O-])c1ccc(N=Nc2c(Cl)cc(O)cc2Cl)cc1	73*	13	25	?	-0.1	-2	13	33	50*	6
O=C(CCCN1C(=O)/C(=C\c2cccs2)SC1=S)Nc1cc([N+](=O)[O-])ccc1O	-2	-6	-1	-38	0.0	-1	9	-25	73*	-7
Cc1ccccc1NC(=O)c1cc2c(=O)n3cccc(C)c3nc2s1	-1	7	1	-19	0.6	-4	12	-6	-6	-4
O=C(CNC(=O)c1ccccc1F)NCCc1ccc(Cl)cc1	1	2	4	-7	-0.1	1	18	-31	-1	-5
COC(=O)NC(NC(=S)Nc1ccc([N+](=O)[O-])cc1)C(Cl)(Cl)Cl (configuration not stated)	0	8	15	-6	0.7	2	-13	5	19	-12
COc1cc(S(=O)(=O)NCc2ccncc2)c(OC)cc1C	-6	1	6	-11	-0.5	2	9	-26	-2	-1
COC(=O)Cn1c2ccccc2c2nc(C)sc21	16	-3	15	-10	-0.6	0	17	-18	4	-4
O=C(CSc1ccc(Cl)cc1)Nc1nnc(-c2ccco2)o1	4	/	5	-6	0.4	/	-1	/	-2	-3
Cc1csc2nc3ccccc3c(=O)n12	5	0	21	-22	-1.2	1	6	-56	5	-1
CCn1c2ccccc2c2cc(/C(C)=N/O)ccc21	-1	-2	11	-7	0.2	1	8	-10	-4	-2
